# ALOX12 inh – blocks human arachidonate 12S-lipoxygenase; P18054; purified 12hLO, xylenol orange hydroperoxide absorbance; Potency, µM (titrated, usually from 108 µM), for the others: at the top dose activity change, negative = inhibition, most hits filed as inhibitors; actives 1.1% (n = 580,000); also: potency is read from the fitted curve at half-maximal effect; % is scaled to controls: 0 for no effect and ±100 for the full control effect
#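 Hydroperoxide product was detected by ferrous iron/xylenol orange as the 573 to 405 nm absorbance ratio. Arachidonic acid at 40 uM (final) was turned over for 30 min at room temperature by 150 nM human 12hLO, pH 7.0 Hepes buffer, after 15 min compound preincubation.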
# Vif-APOBEC3F blk – blocks the Vif interaction with APOBEC3F; actives 0.2% (n = 390,000); HeLa A3F-eYFP + Vif (tagged APOBEC3F with the HIV-1 protein that degrades it), YFP fluorescence increase; Potency, µM (doses to about 46.1 µM), inactives show top-dose activity, negative = active; AID 602313; also: potency is read from the fitted curve at half-maximal effect; % of control where 0% means no effect; nearly all actives have a fitted effect of over 65% in size
#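 HeLa cells stably expressing A3F-eYFP plus Vif, plated and incubated overnight at 37 deg C, then exposed to compounds overnight at 37 deg C. Blocked degradation read as raised yellow fluorescence (Ex 488/Em 500-530).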
# GRP78 ERSR act – inducers of ER stress response in human glioma cells. U87-MG GRP78 promoter luciferase reporter, 16 h. AID 602332. Potency, µM, without a hit: top-dose activation, actives largely listed as activators. actives 0.02% (n = 420,000); also: potency is read from the fitted curve at half-maximal effect; series mostly up to about 76 µM; % of control where 0% means no effect; nearly all actives have a fitted effect of over 35% in size
#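 Stably transfected U87-MG human glioma cells carrying a GRP78-based luminescent sensor were seeded at 1000 cells/well, pin-dosed with compounds and incubated 16 h. Luciferase reagent was then added, and end-point luminescence was read after 10 min at room temperature.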
# RGS4 inh – blocks human RGS4-accelerated GTP hydrolysis; P49798; Transcreener GDP fluorescence polarization, RGS4-accelerated GTP hydrolysis; Potency, µM (titrated, usually from 114 µM), inactives show at the top dose activity change, negative = inhibition, actives largely listed as inhibitors; actives 0.039% (n = 390,000); also: potency is read from the fitted curve at half-maximal effect; % is scaled to controls: 0 for no effect and ±100 for the full control effect; nearly all actives have a fitted effect of over 75% in size; some results filed as inactive show a strong effect at the top dose
# Target sequence (P49798 whole entry, looked up): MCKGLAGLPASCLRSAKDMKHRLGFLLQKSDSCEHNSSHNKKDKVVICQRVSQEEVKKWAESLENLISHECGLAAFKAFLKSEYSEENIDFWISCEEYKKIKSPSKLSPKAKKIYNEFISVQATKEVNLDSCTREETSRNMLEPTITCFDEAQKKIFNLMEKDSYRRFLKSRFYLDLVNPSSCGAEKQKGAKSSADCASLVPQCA
#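 MLSMR compounds (23 nl, pin-transferred) preincubated 10 min at room temperature with a 500nM (2x) first reagent, then RGS4 at 900nM (2x) plus Transcreener GDP mix added; fluorescence polarization (620/688 nm) read before and after 90 min at 30 °C.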
# D2 ag – D2 dopamine receptor (human) agonism; P14416; HEK293 T-REx D2 cells, calcium flux agonist mode; activation, % at 2 µM; actives 0.53% (n = 340,000); AID 485358;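 active = activation over 3 SD above normal in the single-dose calcium agonist read, cut at about 30% in these data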; also: 0% is about no effect
#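 HEK293 Trex D2 cells, tetracycline-induced, o/n 30 C 5% CO2; no-wash Ca dye, RT 30–90 min; 10-cycle baseline, 23 nl cpd added, kinetic Ca read 180 s; agonist hits = positive Ca response.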
# LDHA block – blocks human lactate dehydrogenase A; activity change, % (values are at about 110 or 230 µM); actives 0.15% (n = 480,000); purified LDHA, NADH/diaphorase-resazurin fluorescence; active compounds read low; P00338; AID 1347041; in the data active = activity change below about -30%; inconclusive = mostly about -25% to -30%;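 also: plate controls were DMSO wells for no effect and wells without enzyme for full effect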
#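 Resorufin fluorescence (ex540/em590), read at 0 and 20 min after diaphorase/resazurin addition, reports the NADH left after a 5 min room-temperature reaction of 2 nM human LDH5 with 0.06 mM NADH and 0.2 mM pyruvate.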
# D2 antagonist – antagonizes the human D2 dopamine receptor; inhibition, % at 10 µM; AID 485344; P14416; HEK293 TREx D2 cells, calcium flux, dopamine EC80; actives 2% (n = 340,000); in the data active = inhibition above about 30%; also: 0% is about no effect
#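 Calcium mobilization kinetics were recorded at 1 s intervals in tetracycline-induced HEK293 T-REx D2 cells, first for 180 s after compound addition and then 180 s after EC80 dopamine.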
# ERG-DNA inh – inhibitors of human ERG Ets domain-DNA interaction. fluorescence polarization, His-ERG Ets domain / labelled DNA. P11308. Potency, µM (highest dose often 76.9 µM), for the others: top-dose FP activity, negative = inhibition, actives largely listed as inhibitors. actives 0.028% (n = 370,000); active = well fitted inhibition curve with a large enough effect in the polarisation, with a control signal flat; inconclusive = small, poorly fitted or top-dose-only effect, or effect the other way, or a change in a side signal; inactive = no such curve, though single readings can be large or run the other way; the % refers to the polarisation;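 also: polarization taken with two DNA probes labelled with fluorescein and Texas red; potency is read from the fitted curve at half-maximal effect; % of control where 0% means no effect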
# Target sequence (P11308 whole entry, looked up, the tested form may be a part): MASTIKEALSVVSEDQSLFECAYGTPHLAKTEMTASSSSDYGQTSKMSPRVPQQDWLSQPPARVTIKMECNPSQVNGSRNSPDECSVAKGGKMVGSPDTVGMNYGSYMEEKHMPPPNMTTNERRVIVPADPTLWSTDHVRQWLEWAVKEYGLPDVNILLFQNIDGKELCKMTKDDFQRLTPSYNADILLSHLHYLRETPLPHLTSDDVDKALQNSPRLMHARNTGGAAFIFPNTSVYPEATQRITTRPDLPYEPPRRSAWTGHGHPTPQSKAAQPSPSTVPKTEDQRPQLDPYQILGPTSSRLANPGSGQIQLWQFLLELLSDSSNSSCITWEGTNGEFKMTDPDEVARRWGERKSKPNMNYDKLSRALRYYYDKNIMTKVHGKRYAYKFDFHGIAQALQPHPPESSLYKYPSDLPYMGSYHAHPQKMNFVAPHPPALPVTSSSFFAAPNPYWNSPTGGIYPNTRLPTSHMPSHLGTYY
#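 His-tagged ERG Ets domain (1 uM in the protein solution; 300mM KCl, 50mM Tris-HCl, 1mM EDTA, 1mM DTT, pH 7.5) received compound, then a probe mix of 5 nM fluorescein-DNA and 100nM Texas-615-DNA. Fluorescence polarization was read for both dyes.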
# Vif-APOBEC3G blk – inhibitors of Vif-APOBEC3G interaction. Q9HC16. HeLa A3G-eYFP + Vif (tagged APOBEC3G with the HIV-1 protein that degrades it), YFP fluorescence, overnight. Potency, µM (titrated, usually from 46.1 µM), for inactives: top-dose activity, negative = active, actives largely listed as inhibitors. actives 0.076% (n = 410,000);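 also: potency is read from the fitted curve at half-maximal effect; % is scaled to controls: 0 for no effect and ±100 for the full control effect; nearly all actives have a fitted effect of over 60% in size; hits raise eYFP signal because A3G escapes Vif-driven loss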
# Target sequence (Q9HC16 whole entry, looked up): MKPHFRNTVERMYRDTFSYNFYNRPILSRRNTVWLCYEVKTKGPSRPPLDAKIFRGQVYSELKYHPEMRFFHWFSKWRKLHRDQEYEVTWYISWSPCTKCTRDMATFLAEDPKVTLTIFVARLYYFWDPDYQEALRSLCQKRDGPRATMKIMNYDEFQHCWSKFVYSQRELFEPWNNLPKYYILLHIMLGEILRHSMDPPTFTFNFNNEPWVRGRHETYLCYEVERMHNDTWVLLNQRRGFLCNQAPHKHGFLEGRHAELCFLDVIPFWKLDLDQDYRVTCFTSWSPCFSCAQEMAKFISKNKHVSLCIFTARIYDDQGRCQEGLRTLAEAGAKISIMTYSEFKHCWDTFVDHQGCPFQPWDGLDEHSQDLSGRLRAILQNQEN
#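 HeLa cells stably expressing Vif and C-terminally eYFP-tagged A3G, seeded overnight at 37 deg C, then exposed to compound by pintool overnight at 37 deg C. Rise in yellow fluorescence (Ex 488/Em 500-530, Acumen) marks blocked Vif-driven A3G degradation.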
# Numbers without * were called inactive; ? = inconclusive; nt = not tested or not shown; [ ] = another dose, or the depositor's remark. Unless noted, calls follow the shape of the dose curve; as a rule, active = well fitted curve in the direction sought with a large enough effect; inconclusive = small, poorly fitted or top-dose-only effect, or another doubt; inactive = no such curve, though single readings can be large; an effect the other way counts as inactive or inconclusive. Not all compounds are listed; the hit share may differ from the screen's.
smiles	ALOX12 inh	Vif-APOBEC3F blk	GRP78 ERSR act	RGS4 inh	D2 ag	LDHA block	D2 antagonist	ERG-DNA inh	Vif-APOBEC3G blk
COc1ccc(C(=O)Nc2ccc(C)cn2)cc1S(=O)(=O)N1CCCc2ccccc21	-1%	-3%	1%	-9%	-0.4	-4	-6	-7%	-6%
COC(=O)c1ccccc1NC(=O)Cn1c(CCC(=O)O)ccc1-c1ccc(C)cc1	9%	-7%	-1%	9%	nt	-15	nt	6%	1%
O=C(c1ccc(-n2cccn2)cc1)N1CCc2ccccc2C1	415%[activator]	6%	-1%	7%	-0.4	-11	-4	-6%	-2%
O=C(COC(=O)c1ccc(F)cc1Cl)NC1CCS(=O)(=O)C1 (stereo not drawn)	205%[activator]	0%	0%	-1%	-0.1	1	1	-9%	1%
CN1CCN(CC(=O)NC23CC4CC(CC(C4)C2)C3)CC1	-3%	0%	-2%	7%	-1.6	-8	-16	4%	1%
Clc1cccc(-c2nnc(SCc3nc4ccccc4[nH]3)n2Cc2ccco2)c1	?	-6%	-1%	31%	0.5	-13	13	5%	0%
COc1ccc(OC)c(C(C[N+](=O)[O-])c2c(C)cc3ccccn23)c1 (stereo not drawn)	-24%	0%	-16%	-36%	-1.7	0	-1	16%	-22%
CC(=O)Nc1ccc(SCC(=O)NCCc2ccc(F)cc2)cc1	-1%	-10%	1%	10%	-0.3	-3	2	-8%	-4%
Cc1c(NC(=O)c2ccc(Cl)cc2)cc(C(C)C)c(O)c1S(=O)(=O)c1ccc(Cl)cc1	-23%	-11%	7%	9%	-0.3	-4	nt	-2%	2%
Cc1ccc(C)c(/C=C/C(=O)c2ccccc(=O)c2O)c1	20µM*	?	-8%	?	0.9	1	-7	1%	?
CC1(C)OC(=O)N(c2ccccc2)C12C=Cc1cc(Br)ccc1O2 (stereo not drawn)	-13%	1%	0%	20%	-0.1	-13	-9	-7%	1%
O=S(=O)(c1ccccc1)N1CCN(c2ncnc3scc(-c4ccccc4)c23)CC1	-15%	1%	-5%	?	-0.8	-9	7	?	-1%
COc1ccc(OC)c(NC(=O)CSc2cn(CC(=O)N3CCOCC3)c3ccccc23)c1	-1%	-12%	-3%	-2%	nt	-2	nt	-14%	-2%
O=C(CCNS(=O)(=O)c1ccc2c(c1)CCN2C(=O)C1CC1)N1CCN(c2ccc(F)cc2)CC1	0%	3%	-2%	-1%	21	4	nt	3%	2%
N#CCC(CNc1ncc(C(F)(F)F)cc1Cl)OC(=O)c1c(F)cccc1F (stereo not drawn)	24%	3%	-5%	12%	nt	3	nt	nt	0%
CCN(CC(=O)Nc1c(F)cccc1F)C(=O)c1ccc2c(=O)n3c(nc2c1)CCC3	-12%	1%	1%	32%	0.4	-5	-2	-2%	1%
CCOC(=O)N1CCN(Cc2cn3ccccc3n2)CC1	-30%	-2%	-2%	-6%	-0.7	-20	3	-21%	-5%
COC(=O)Cn1c(=N)n(CCN2CCCCC2)c2ccccc21	0%	0%	-5%	-42%	0.3	-8	-16	-9%	-2%
O=c1ncn(-c2ccccc2F)c2ncccc12	0%	-2%	-2%	-8%	0.0	-15	7	-3%	1%
CCc1ccc(NC(=O)c2ccc(CNS(=O)(=O)c3ccc4c(c3)C(C)(C)C(=O)N4C)cc2)cc1	-3%	7%	-2%	16%	0.3	-4	nt	-1%	2%
Cc1cccc(-n2c3c(cc(-c4nc(-c5ccc(Cl)cc5)cs4)c2=O)C(=O)CC(C)(C)C3)c1	-13%	-10%	-1%	12%	0.3	-10	nt	-7%	2%
O=C(NCCCn1ccnc1)c1ccc(-c2ccccc2)cc1	6%	0%	-5%	4%	-1.6	-4	-37	-2%	1%
Cc1cc(O)c(NC(=O)c2ccco2)cc1C	?	5%	10%	?	nt	-2	nt	9%	6%
Cc1cccc(NC(=O)CSC2=Nc3ccccc3C3=NC(CCC(=O)NCc4ccc(F)cc4)C(=O)N23)c1 (stereo not drawn)	?	4%	0%	-9%	-0.1	1	nt	2%	-3%
O=C(CN1CCCC1c1cccs1)N1CCN(S(=O)(=O)c2cccc(F)c2)CC1 (stereo not drawn)	180%[activator]	-11%	-5%	9%	nt	-10	nt	-5%	-1%

# Other compounds:
smiles	ALOX12 inh	Vif-APOBEC3F blk	GRP78 ERSR act	RGS4 inh	D2 ag	LDHA block	D2 antagonist	ERG-DNA inh	Vif-APOBEC3G blk
CC1(C)CC(=O)c2cc(OCC(=O)NCCCN3CCN(c4ccc(F)cc4)CC3)ccc2O1	-5%	0%	-4%	5%	8.7	0	13	0%	0%
Cc1nc(NC(=O)/C=C/c2ccccc2)sc1C(=O)Nc1ccc(Cl)cc1	-4%	1%	-8%	-18%	nt	-10	nt	-6%	?
O=C(COc1ncnc2ccc(Br)cc12)Nc1ccc(N2CCOCC2)cc1	-15%	11%	-4%	3%	0.3	3	-5	3%	-3%
Cc1ccc2oc(-c3cccc(NC(=O)/C=C/c4cccc([N+](=O)[O-])c4)c3C)nc2c1	-19%	-2%	-2%	-34%	-0.1	-2	6	-9%	-6%
CCN(CC)CCn1c(=N)n(CC(O)c2ccc(OC)c(OC)c2)c2ccccc21 (stereo not drawn)	-8%	0%	-2%	26%	1.3	-2	-17	-1%	2%
CCNC(=O)NC(=O)C(C)OC(=O)CNS(=O)(=O)c1c(Cl)cc(Br)cc1Cl (stereo not drawn)	-13%	-1%	-1%	17%	2.0	-3	4	-9%	5%
CCCCNC(=O)CCCCC(=O)N/N=C/c1ccccc1Cl	-3%	-1%	-2%	-23%	-0.8	0	14	2%	-1%
O=C(c1cc(S(=O)(=O)N2CCCCC2)ccc1Cl)N1CCOCC1	-4%	1%	1%	9%	nt	-16	nt	-1%	-1%
CC1CN(C(=S)Nc2cccc(Cl)c2Cl)CC(C)O1 (stereo not drawn)	4%	1%	-4%	1%	-0.4	-3	-5	14%	0%
CCC(Sc1ncnc2sc3c(c12)CCCC3)C(=O)OC(C)C (stereo not drawn)	-2%	-4%	-5%	-3%	-0.6	-1	nt	3%	?
COc1ccc(C)cc1N(CC(=O)Nc1cccnc1)S(=O)(=O)c1ccc(C)cc1	-27%	1%	-2%	8%	0.7	-4	-5	-1%	-25%
CCCCCC(=O)N1C[C@H](n2cc(C3CC3)nn2)[C@@H](O)C[C@@H]1c1ccc(OC)cc1	-4%	5%	-4%	nt	nt	-1	nt	nt	-3%
NC(=S)c1ncc(C(F)(F)F)cc1Cl	34%[activator]	5%	-3%	-15%	0.1	-3	-22	-3%	-1%
Cc1ccc(Nc2c([N+](=O)[O-])ccc3c2=NC2(CCCCC2)N=3)cc1	10%	1%	1%	-4%	0.7	3	1	6%	0%
Cc1cc(C)cc(N(C(=O)c2csnn2)C(C(=O)NC(C)(C)C)c2ccncc2)c1 (stereo not drawn)	0%	-2%	2%	-1%	-0.2	2	-3	?	-1%
CCC(=O)NCCCc1nc(-c2ccccc2)no1	?	3%	-1%	5%	nt	16	nt	1%	2%
COCCNC(=O)c1ccccc1NC(=O)c1ccccc1N(C)S(C)(=O)=O	-4%	-4%	-5%	-14%	-0.3	4	5	3%	5%
COc1cc2[nH]c(=O)n(CCCC(=O)NCc3ccc(Cl)cc3)c(=O)c2cc1OC	-12%	-10%	-3%	31%	0.0	-16	nt	4%	3%
Cc1ccc(Cl)cc1NC(=S)N1CCCCCC1	nt	1%	-3%	-41%	nt	-6	nt	7%	1%
Fc1ccccc1N1CCN(C2CCCN(Cc3cccc(C(F)(F)F)c3)C2)CC1 (stereo not drawn)	3%	-3%	-4%	-22%	29	-2	55*	-1%	-4%
CC(c1nnc(SCC(=O)N2CC(=O)Nc3ccccc32)n1Cc1ccccc1)N(C)C (stereo not drawn)	0%	-4%	-2%	17%	nt	0	nt	-1%	-4%
COc1ccc(-n2ncc(C(=O)N3CCN(c4ncccn4)CC3)c2C2CCN(C(=O)OC(C)(C)C)CC2)cc1	-22%	-2%	-1%	3%	0.6	-2	nt	3%	3%
CCN(CC)S(=O)(=O)c1cccc(C(=O)N/N=C(\C)c2ccc(O)cc2O)c1	-4%	?	-3%	-2%	2.2	-1	2	-19%	-24%
O=C(CS(=O)(=O)Cc1ccccc1)N1CCN(C(=O)c2ccco2)CC1	-11%	3%	-4%	1%	0.3	-3	-10	-11%	1%
C/C(=N\NC(=O)c1nnn(-c2nonc2N)c1CSc1ccc(C)cc1)c1cccnc1	14%	-12%	3%	nt	nt	-1	nt	nt	-4%

# Other entries
smiles	ALOX12 inh	Vif-APOBEC3F blk	GRP78 ERSR act	RGS4 inh	D2 ag	LDHA block	D2 antagonist	ERG-DNA inh	Vif-APOBEC3G blk
Cc1ccc(Sc2nc(-c3ccccc3)nnc2C(F)(F)F)cc1	2%	-19%	-6%	4%	-0.1	-3	19	-3%	-2%
Cc1cc(C)cc(OCC(=O)OCC(=O)NC2CCCC2)c1	-7%	0%	-4%	19%	nt	-4	nt	-2%	1%
C(=N\Nc1nnnn1-c1ccccc1)/c1ccncc1	9%	7%	1%	-41%	1.3	-5	-6	11%	0%
Cc1ccc2[nH]c3c(NCCN4CCOCC4)ncnc3c2c1	0%	3%	2%	-32%	0.1	5	-4	2%	1%
Cc1ccc(-n2nnnc2-c2nc3ccccc3s2)cc1	-1%	9%	-6%	-13%	-0.4	-6	9	6%	0%

# Bioassay records from PubChem BioAssay.
